# Screens as filed in PubChem.
# PglD DTNB: inhibitors of Campylobacter jejuni PglD acetyltransferase; purified PglD enzyme, DTNB colorimetric CoA detection; inhibition, % at 12.5 µM; 0.098% of 360,000 active; AID 602405; in the data active = inhibition above about 16%, passing the limit was not always enough; also: strong numbers were not always called active
# miR122 inh: inhibitors of miR-122 in Huh7 cells; Huh7 miR-122 Renilla luciferase sensor, 48 h; neutral wells = 0, positive control = 100; activation (reporter increase), % at 12.5 µM; 0.3% of 340,000 active; AID 602342;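 active = mean replicate activation score at least 90 and every replicate individually at or above 90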;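 also: higher luciferase means less miR-122 activity so hits act as miR-122 inhibitors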
# CFTR F508del cor: correctors of CFTR F508del function in bronchial epithelial cells; activity (quench increase), % at 7.58 µM; 0.36% of 350,000 active; CFBE cells, YFP halide quenching; stimulated with forskolin plus potentiator P3; % fluorescence drop versus neutral controls;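 active = mean added fluorescence quench of at least 8% versus neutral control, with both replicates also reaching 8%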;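 also: cells transiently co-express mutant CFTR-F508del with the halide-sensitive YFP; corrector assay measuring rescue of mutant channel to the surface after 24 h compound exposure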
# INS-1E GSIS act: GLuc luminescence reporter in INS-1E cells, primary screen for activators of glucose-dependent secretion of insulin; INS-1E GLuc reporter insulin secretion, 2-3 h; activation, % at 16.6 µM; 0.61% of 370,000 active;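 active = lowest replicate activation of at least 40%, so every replicate reaches that level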;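 also: 0% = median of neutral control wells and 100% = median of IBMX positive control wells; some compounds called inactive have numbers as strong as hits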
# PGC1a acetyl inh: modulators of PGC1a acetylation. U2OS PGC1a acetylation, AlphaScreen anti-acetyl-lysine; with virally co-expressed GCN5 acetyltransferase. inhibition, % at 15.6 µM. 0.17% of 350,000 active. AID 651687;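 active = every replicate shows inhibition of at least 40%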;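 also: 0% = neutral control wells and 100% = positive control wells; some results beyond the cut were filed as inactive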
# C2C12 statin: suppression of simvastatin myotoxicity; C2C12 myotubes + simvastatin, ATP luminescence, 48 h; scaled: DMSO 0, geranylgeraniol control 100; rescue of ATP level, % at 7.49 µM; 0.78% of 330,000 active;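 active = mean ATP rescue above about 67%, or every replicate alone reaching that limit, limit read from the data, passing the limit was not always enough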;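 also: myotubes were challenged with 10 µM simvastatin during compound exposure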
# Cneo AK release: causes C. neoformans cell lysis | lysis activity, % at 15 µM | 0.2% of 360,000 active | adenylate kinase release luminescence, 4 h; normalised: neutral wells 0, clomiphene wells 100 | AID 651654;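 active = mean lysis activity across replicates of at least 80%, whatever share of replicates individually reach that level; inactive = mean lysis activity below 80%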
#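 Assay system: log-phase C. neoformans yeast / Quantity: yeast cell density of 5 × 10^6 cells/mL / Medium: fresh YPD growth medium / Compound: single dose / Timing: static 4 h at 37 °C with compound, 1 h detection / Measured by: adenylate kinase release luminescence / Read-out: lysis from increased AK signal / Benchmarks: Clomiphene as positive lysis control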
# FN deposition inh: fibronectin deposition inhibition. inhibition, % at 12.6 µM. AH1F fibroblasts, Alexa488-fibronectin deposition fluorescence, overnight. 0.086% of 350,000 active;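 active = mean inhibition across replicates of 30% or more, regardless of how many single replicates reach that level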;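 also: positive control wells lacked labelled fibronectin entirely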
#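 Test system: AH1F fibroblast monolayer depositing Alexa488-labelled fibronectin into matrix. Input: 10000 cells per well. Technique: fluorescence, ex 485 nm, em 525 nm. Buffer or medium: DMEM plus 2% serum, read in PBS. Timing: 1 h cell adhesion before compound, then overnight fibronectin incubation. Compound: single dose, pinned. Read-out basis: inhibition from reduced deposited-fibronectin fluorescence.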
# Numbers without * were called inactive; / = no result given; [ ] = another dose, or the depositor's remark. Compounds as they come, and some 2.1% of all compounds hit somewhere here.
# Start of the listing, in advance (five entries):
SMILES,PglD DTNB,miR122 inh,CFTR F508del cor,INS-1E GSIS act,PGC1a acetyl inh,C2C12 statin,Cneo AK release,FN deposition inh
COC(=O)Cn1cc(/C=N/NC(=O)c2ccc(C#N)cc2F)c2ccccc21,1,-6,/,17,-24,5,3,5
CC(C)C(=O)Nc1ccc2c(c1)C(=O)N(C)[C@@H]1CC[C@@H](CC(=O)NCc3cccc(F)c3)O[C@@H]1CO2,3,-30[16.7 µM],-2.0,-1,-2,-3,-4,-6
CC(C)NC(=O)C12CC3CC(C1)CC(C(=O)NC(C)C)(C3)C2,-6,-2,5.4,1,/,7,0,-2
Cc1c(NC(=O)C2CCCN2S(=O)(=O)c2ccc(Cl)cc2)c(=O)n(-c2ccccc2)n1C (stereo not drawn),4,16,/,/,-18,-3,0,/
COc1ccc(N2C(=S)N(C(=O)c3ccccc3)C(=Nc3ccccc3)C2=Nc2ccccc2)cc1,-4,0,/,/,4,-8,2,-6

# This part in full, from the start:
SMILES,PglD DTNB,miR122 inh,CFTR F508del cor,INS-1E GSIS act,PGC1a acetyl inh,C2C12 statin,Cneo AK release,FN deposition inh
COC(=O)Cn1cc(/C=N/NC(=O)c2ccc(C#N)cc2F)c2ccccc21,1,-6,/,17,-24,5,3,5
CC(C)C(=O)Nc1ccc2c(c1)C(=O)N(C)[C@@H]1CC[C@@H](CC(=O)NCc3cccc(F)c3)O[C@@H]1CO2,3,-30[16.7 µM],-2.0,-1,-2,-3,-4,-6
CC(C)NC(=O)C12CC3CC(C1)CC(C(=O)NC(C)C)(C3)C2,-6,-2,5.4,1,/,7,0,-2
Cc1c(NC(=O)C2CCCN2S(=O)(=O)c2ccc(Cl)cc2)c(=O)n(-c2ccccc2)n1C (stereo not drawn),4,16,/,/,-18,-3,0,/
COc1ccc(N2C(=S)N(C(=O)c3ccccc3)C(=Nc3ccccc3)C2=Nc2ccccc2)cc1,-4,0,/,/,4,-8,2,-6
CN(C)S(=O)(=O)c1cccc(NC(=O)COC(=O)CCSc2ccc(Cl)cc2)c1,-7,2,/,-14,6,-4,-6,-1
Cc1noc(C)c1NC(=O)Nc1ccc2c(c1)CC(=O)N([C@H](C)CO)C[C@@H](C)[C@@H](CN(C)Cc1ccccc1)O2,4,-2[16.7 µM],2.6,29,/,1,-3,/
COc1ccc(C2=Nn3c(C)nnc3SC2)cc1,-1,-2,2.3,/,-2,10,1,4
COc1ccc(-n2cc(CNCCN3CCOC3=O)c(-c3ccccc3Cl)n2)cc1,8,-6,0.3,-19,0,5,2,0
CCCNC(=O)N1CC(=O)N2[C@H](C1)[C@@H](c1ccc(C#CCC3CCCC3)cc1)[C@@H]2CO,/,/,-1.5,13,3,/,/,-1
COc1ccc(Cl)cc1N(CC(=O)N/N=C/c1ccc(OCC(N)=O)cc1)S(C)(=O)=O,0,-1,-0.8,5,0,5,-9,3
S=C1CCC(c2ccc(Cl)cc2)=NN1c1ccccc1,1,4,-3.7,3,-9,5,-2,0
CCOc1ccc(CN2CCNC(=O)C2CC(=O)N(C)Cc2nonc2C)cc1 (stereo not drawn),0,9,-2.4,3,/,3,1,-2
Cc1ccc(NC(=O)C(NS(=O)(=O)c2cccc3nsnc23)C(C)C)nc1 (stereo not drawn),/,-4,-0.8,/,11,33,-1,3
CCC(=O)Nc1cc(-c2nn(CC(=O)N3CCCCC3)c(=O)c3ccccc23)ccc1N1CCOCC1,4,-2,/,/,-3,2,0,8
Cc1[nH]c2ccc3ccccc3c2c(=O)c1C/C=C/Cl,0,3,-5.1,-7,-17,-24,-2,-8
CC(=O)N1CCN(CCN2C(C)=CC(=C(C#N)C#N)C=C2C)CC1,0,-4,-0.4,6,4,0,-1,-6
O=C(N/N=C/c1ccc(F)cc1)c1cc(-c2ccccn2)nc2ccccc12,2,1,-6.5,-3,12,5,0,/
C[C@H](CO)N1C[C@H](C)[C@@H](CN(C)Cc2ccc3c(c2)OCO3)Oc2ccc(NS(=O)(=O)c3cn(C)cn3)cc2C1=O,2,-5[16.7 µM],-0.2,1,3,-10,-1,/
CC(C)NC(=O)N(C)C[C@@H]1Oc2c(NC(=O)C3CCCCC3)cccc2C(=O)N([C@H](C)CO)C[C@H]1C,-3,-1[16.7 µM],-1.0,5,/,-11,2,/
COC(=O)c1ccc(OCC(=O)NC(C)(C)C)cc1,8,5,/,/,-6,-11,1,/
COc1ccccc1-c1cc(C(=O)N2CCCC2)no1,-2,6,2.2,-8,0,14,-3,9
COc1ccc(S(=O)(=O)NC(CC(=O)NCc2ccccc2OC)c2ccco2)cc1 (stereo not drawn),-4,6,/,-1,0,/,-1,/
N/C(=N\NS(=O)(=O)c1cc(C(F)(F)F)cc(C(F)(F)F)c1)c1ccccn1,-5,11,0.4,9,-24,3,0,-7
Cc1ccc(C2CC(c3ccc(Cl)cc3)=NNC2=O)cc1 (stereo not drawn),4,10,/,/,11,9,13,/

# One compound at a time (already shown).
# Listed for `COc1ccc(C2=Nn3c(C)nnc3SC2)cc1` → PglD DTNB = -1; miR122 inh = -2; CFTR F508del cor = 2.3; INS-1E GSIS act = /; PGC1a acetyl inh = -2; C2C12 statin = 10; Cneo AK release = 1; FN deposition inh = 4
# Listed for `CC(C)NC(=O)N(C)C[C@@H]1Oc2c(NC(=O)C3CCCCC3)cccc2C(=O)N([C@H](C)CO)C[C@H]1C` → PglD DTNB = -3; miR122 inh = -1[16.7 µM]; CFTR F508del cor = -1.0; INS-1E GSIS act = 5; PGC1a acetyl inh = /; C2C12 statin = -11; Cneo AK release = 2; FN deposition inh = /

# Next structures:
SMILES,PglD DTNB,miR122 inh,CFTR F508del cor,INS-1E GSIS act,PGC1a acetyl inh,C2C12 statin,Cneo AK release,FN deposition inh
CCS(=O)(=O)Nc1ccc2c(c1)C(=O)N(C)C[C@@H](OC)[C@@H](C)CN(C(=O)COC)[C@@H](C)CO2,-1,/,-2.3,5,-5,9,-41,-8
COc1cccc(NC(=O)CSc2nnc(-c3cccnc3)o2)c1,0,/,0.9,0,/,-5,-1,-2
COc1ccc(/C=N\NC(=O)c2ccc([N+](=O)[O-])cc2)cc1COc1c(F)c(F)cc(F)c1F,-4,-6,-2.5,-1,-4,/,-2,/
CCC(C(=O)N1CCN(Cc2ccc3c(c2)OCO3)CC1)n1c(=O)[nH]c2ccccc2c1=O (stereo not drawn),9,15,0.6,-4,-14,9,37,3
O=C(O)C1CCCCC1C(=O)Nc1ccc(-c2ccccc2)cc1 (stereo not drawn),/,/,-0.6,3,3,/,/,-12
O=C(c1ccccc1)c1c2c(cc3sc4ccccc4[n+]13)-c1cccc3cccc-2c13,-12,37,/,-43,-3,/,-1,-1
Cn1c(=O)c2c(nc(CN3CCN(C(=O)c4ccco4)CC3)n2CCCO)n(C)c1=O,1,-1,-0.5,-8,-2,-9,-1,10
CCN(C(=O)C(C)OC(=O)C1C(C(=O)OC)=C(C)NC(C)=C1C(=O)OC)c1ccccc1 (stereo not drawn),2,-5,-2.5,8,1,6,5,3
CC(=O)O[C@@H]1C[C@H]2C(C)=C[C@H]3OC(=O)[C@@H](C)[C@H]3C[C@H]2[C@]1(C)O,-1,-4,0.1,15,1,14,-1,10
N/C(Cn1cncn1)=N\NC(=O)C(=O)Nc1ccc(Cl)cc1Cl,/,/,0.7,9,4,/,/,3
Cc1ccc(NC(=O)Cn2cccc2C2=NC(c3ccccc3)CO2)cc1C (stereo not drawn),2,3,0.9,/,-25,/,-2,11
O=Nc1c(O)[nH]c2c(F)cccc12,-3,1,-1.0,6,-7,-1,0,-1
CC(C)NC(=O)N(C)C[C@H]1OCCCC[C@@H](C)Oc2ccc(NC(=O)Nc3ccc4c(c3)OCO4)cc2C(=O)N([C@H](C)CO)C[C@@H]1C,2,2[16.7 µM],-0.1,6,4,/,2,/
CCc1ccc(N(C(=O)c2ccco2)C(C(=O)NC2CCCC2)c2cccnc2)cc1 (stereo not drawn),/,-9,-1.1,-17,/,3,/,0
CCC(=O)Nc1ccc2c(c1)OC[C@H](C)N(CCC(F)(F)F)C[C@H](C)[C@@H](OC)CN(C)C2=O,/,/,2.3,-6,3,/,/,-1
O=C(C[C@H]1C[C@@H]2c3cc(NC(=O)NC4CCCC4)ccc3O[C@@H]2[C@H](CO)O1)NCc1cccc(F)c1,1,2[16.7 µM],-4.1,0,2,-6,3,/
COc1ccc(CN2C[C@H](C)[C@H](OC)CN(C)C(=O)c3cc(NC(=O)c4nc5ccccc5s4)ccc3OC[C@@H]2C)cc1,0,/,5.8,-32,-16,16,1,5
CSCCC(NC(=O)COc1ccccc1)C(=O)Nc1ccc(C)cc1 (stereo not drawn),5,-5,/,-13,6,0,-4,4
O=C(c1ccco1)N1CCN(C(=O)C2Cc3ccccc3CN2S(=O)(=O)c2ccc(F)cc2)CC1 (stereo not drawn),6,2,/,/,-9,-3,-1,/
COc1ccc(Cl)cc1N(CC(=O)NC(C(C)C)C(C)C)S(C)(=O)=O,-4,0,/,7,3,/,4,4
CC(C)(C)c1ccccc1OCCN1CCCC1,1,9,1.9,6,-5,-7,-1,/
COc1ccc(S(=O)(=O)Nc2ccc3c(c2)CC(=O)N([C@H](C)CO)C[C@H](C)[C@H](CN(C)C(=O)Nc2ccc(C(F)(F)F)cc2)O3)cc1,2,16[16.7 µM],-0.4,-7,17,-37,4,/
CN(C)c1ccc(C=C2C(=O)OC(C)(C(C)(C)C)OC2=O)cc1 (stereo not drawn),/,-3,/,/,4,0,-13,/
CN1C[C@@H]2[C@H](c3ccccc31)[C@@H](CO)N2C(=O)c1ccccn1,-4,-12[16.7 µM],-1.2,5,-1,9,-1,/
CC1=C(C(=O)N2CCCCCC2)C2(CCC(C)CC2)OC1=O (stereo not drawn),0,-19,/,/,1,0,-1,/

# Copied from the list.
# FN deposition inh, O=C(c1ccccc1)c1c2c(cc3sc4ccccc4[n+]13)-c1cccc3cccc-2c13 = -1
# miR122 inh, CCN(C(=O)C(C)OC(=O)C1C(C(=O)OC)=C(C)NC(C)=C1C(=O)OC)c1ccccc1 (stereo not drawn) = -5

# (more compounds)
SMILES,PglD DTNB,miR122 inh,CFTR F508del cor,INS-1E GSIS act,PGC1a acetyl inh,C2C12 statin,Cneo AK release,FN deposition inh
CC(C)c1ccc(OC(=O)c2ccc3c(=O)n4c(nc3c2)CCC4)cc1,-2,-2,4.3,7,/,-12,-1,4
C[C@@H]1CN([C@H](C)CO)C(=O)c2cccc(N(C)C)c2O[C@H]1CN(C)C,1,-3[16.7 µM],0.6,20,-4,13,-6,2
COc1ccc(NC(=O)N(C)C[C@@H]2Oc3ncc(-c4cccc(C(F)(F)F)c4)cc3C(=O)N([C@H](C)CO)C[C@@H]2C)cc1,-1,-8[16.7 µM],-1.6,-13,13,6,1,-7
COc1ccc(-c2nc(CS(=O)CC(=O)NC3CCCc4ccccc43)c(C)o2)cc1OC (stereo not drawn),-6,5,-1.2,/,-12,9,-2,-8
COc1ccc(-n2nnc3c(=O)n(CC(=O)N4CCCCC4)cnc32)cc1,2,/,-0.1,-10,/,10,-1,0
CCn1ccnc1C(O)c1ccc(N(C)C)cc1 (stereo not drawn),1,29,/,/,1,11,1,-18

# As a working copy, some entries already given.
SMILES,PglD DTNB,miR122 inh,CFTR F508del cor,INS-1E GSIS act,PGC1a acetyl inh,C2C12 statin,Cneo AK release,FN deposition inh
CC(C)c1ccc(OC(=O)c2ccc3c(=O)n4c(nc3c2)CCC4)cc1,-2,-2,4.3,7,/,-12,-1,4
C[C@@H]1CN([C@H](C)CO)C(=O)c2cccc(N(C)C)c2O[C@H]1CN(C)C,1,-3[16.7 µM],0.6,20,-4,13,-6,2
